# CSM14.1 death rescue: protection against thapsigargin-triggered cell killing – 384-well, CSM14.1, ATP luminescence, primary screen (AID 1222) | CSM14.1 thapsigargin-induced death rescue, ATP luminescence; higher % means a stronger effect | cellular ATP content (survival), % at 20 µM, or EC50 in µM where a hit was titrated | 190,000 tested, under 10 active;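 active means EC50 below 50 µM in the dose-response confirmation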;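 further: death triggered by thapsigargin at about 15 µM added after 2 h compound pretreatment; cell ATP read after overnight thapsigargin exposure of roughly 18 to 22 hours; normalized against plate controls of thapsigargin alone and 5% DMSO vehicle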
# HEK293 NOD2/NF-kB: NOD2 signaling inhibitors, cell-based, luminescence, uHTS, HEK293 (AID 1566); HEK293 NOD2/NF-kB luciferase reporter, luminescence; higher % means a stronger effect; one-dose inhibition, % at 4 µM; EC50 in µM for titrated hits; hit rate 0.63% among 290,000; further: many of its hits are not listed in these tables
# Hep lipid drop: hepatic lipid droplet formation modulation; AML12 mouse hepatocytes, oleate lipid droplets, BODIPY imaging; inhibition, % at 6.5 µM; hit rate 0.4% among 240,000; AID 1656;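 active means lipid droplet intensity inhibited by at least 50%, with more than 500 cells counted; inconclusive means wells with under 300 cells, treated as cytotoxic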
#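 Assay system: AML12 mouse liver cells | Compound dosing: One dose, 6.5 µM compound | Read-out basis: Droplet intensity reduction, % inhibition | Measured by: Fluorescence imaging, 20x objective, two fields per well | Schedule: Overnight treatment with compound plus oleate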
# SIAH1 antagonists: Siah-1 peptide-binding antagonists, primary screen, biochemical, fluorescence polarization, rhodamine-plectin, uHTS (AID 1817) | Siah-1 / rhodamine-plectin peptide fluorescence polarization; higher % means a stronger effect | displacement, % at 20 µM, or IC50 in µM where a hit was titrated | hit rate 0.02% among 290,000;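 active means displacement of at least 50% at 20 µM, with a fluorescence ratio check between 0.3 and a set limit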;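 further: plate controls were Siah plus tracer with DMSO for no effect and tracer alone without Siah for full effect; strong numbers were not always called active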
# M1AAP inhibition: malaria alanyl aminopeptidase activity blockers – biochemical, fluorogenic H-Leu-NHMec substrate, 1536-well (AID 1445); recombinant M1AAP, H-Leu-NHMec fluorogenic kinetic assay; higher % means a stronger effect; inhibition, % at 30 µM, or IC50 in µM where a hit was titrated; hit rate 0.42% among 220,000;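 active means primary inhibition above the hit cutoff, then over 50% inhibition at one or more dose response concentrations, cut at about 23% in these data, passing the limit was not always enough; inconclusive means conflicting primary data, or primary hits not chosen for dose response; inactive means low primary inhibition, or under 50% at every dose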;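 further: plate controls were DMSO full reaction for no effect and no enzyme background for full effect; strong numbers were not always called active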
# P. falciparum M17LAP: P. falciparum M17LAP inhibitors, primary screen, biochemical, fluorogenic H-Leu-NHMec substrate, 1536-well (AID 1619); inhibition, % at 30 µM; hits with a dose series show IC50 in µM; hit rate 0.38% among 220,000; recombinant M17LAP, H-Leu-NHMec fluorogenic kinetic assay; higher % means a stronger effect;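 active means compound inhibiting the enzyme by more than half at any dose during confirmatory dose-response retesting; inconclusive means strong single-dose inhibitors picked by rank but not retested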;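 further: plate controls were full reaction with DMSO carrier for no effect and no enzyme background for full effect; strong numbers were not always called active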
# XIAP antagonists: XIAP antagonists, biochemical, IAP family, fluorescence polarization (AID 1018) | XIAP BIR domain, fluorescence polarization peptide displacement; higher % means a stronger effect | one-dose displacement, % at 20 µM; IC50 in µM for titrated hits | hit rate 0.007% among 200,000; in the data active means displacement above about 50%; further: a part of the inactive calls stands beside numbers as strong as those of hits
# AID2073: inhibitors of Mint1-CaV2.2 protein interaction, biochemical, HTRF (AID 2073); HTRF protein-protein interaction, Mint1-CaV2.2; higher % means a stronger effect; inhibition, % at 20 µM; hits with a dose series show IC50 in µM; hit rate 0.19% among 290,000; in the data active means inhibition mostly above about 51%, no sharp cut-off; inconclusive means no clear call, values can overlap the other calls; inactive means mostly below about 53%; further: some results filed as inactive read as strong as hits
# LYP phosphatase: PTPN22 lymphoid phosphatase activity blockers – biochemical, fluorescence intensity, uHTS (AID 1779); recombinant LYP phosphatase, fluorescence intensity; higher % means a stronger effect; one-dose inhibition, % at 11.5 µM; IC50 in µM for titrated hits; hit rate 0.054% among 290,000;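 further: plate controls were vehicle with enzyme for no effect and no enzyme for full effect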
# Hep lipid drop cells 6.5 µM: second read-out of Hep lipid drop, no call of its own (marks repeat the call); cell count; measured here: cell count, cytotoxicity flag;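 cells counted across two imaged fields per well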
# * hit, by the source's call; u = inconclusive; x = no result given. Unless noted, no stated cut-off is given here; in the data, active means inhibition above about 50%; inactive means the rest. Not all compounds are listed (hit frequency here may not be typical).
SMILES,CSM14.1 death rescue,HEK293 NOD2/NF-kB,Hep lipid drop,Hep lipid drop cells 6.5 µM,SIAH1 antagonists,M1AAP inhibition,P. falciparum M17LAP,XIAP antagonists,AID2073,LYP phosphatase
CN(C)CCN1C(=O)C(O)=C(C(=O)c2cc3ccccc3o2)C1c1cccc(Br)c1 (stereo unspecified),0.4%,-2%,x,x,1%,9%,23%,-6.6%,42%,5%
Clc1ccc(NCc2cccnc2)c(Cl)c1,x,-3%,x,x,1%,x,x,x,3%,-6%
O=C(O)CN1C(=O)/C(=C\c2cc(Br)ccc2OCc2ccccc2F)SC1=S,x,-28%,-1,879,-2%,x,x,x,2%,-9%
O=C(O)Cn1c(SC2CCCCC2)nc2ccccc21,0.2%,2%,x,x,0%,-4%,-2%,-2.2%,-6%,-2%
O=C(O)CSc1cc(C(=O)c2ccccc2O)cn2c(=O)c3c4c(sc3nc12)CCCC4,x,-44%,-3,658,36%,19µM*,3%,x,-4%,0%
CCCCOCCCNC(=O)c1ccc2c(c1)OCO2,2.3%,-8%,x,x,9%,0%,7%,-4.9%,5%,1%
O=C(NCCCN1CCOCC1)C1(c2ccccc2)CCOCC1,-0.5%,6%,x,x,2%,4%,4%,-2.6%,4%,-2%
CCOc1ccc(NC(=O)CNC(=O)Cc2ccccc2)cc1,x,-2%,-1,739,0%,x,x,x,5%,-8%
O=C(NCCc1ccccn1)C1CCN(S(=O)(=O)c2ccc3ccccc3c2)CC1,1.2%,0%,-6,671,-2%,14%,4%,15%,-4%,-7%
Cc1cc(Br)ccc1OCC(=O)NNC(=O)CCc1ccccc1,x,14%,2,801,7%,x,x,x,7%,-8%
CNC(=O)CS(=O)CC(=O)Nc1cc(OC(C)C)c(Cl)cc1Cl (stereo unspecified),-0.8%,11%,2,731,3%,-3%,2%,-4.1%,3%,-7%
O=C(NCc1ccco1)/C(=C\c1ccco1)NC(=O)c1ccco1,x,-10%,-1,680,-6%,7%,30%,x,-12%,2%
COc1ccccc1N(CC(=O)NCCC1=CCCCC1)S(=O)(=O)c1ccccc1,-0.3%,5%,1,682,18%,-1%,-1%,0.2%,-4%,3%
COc1ccc(N2CCN(C(=O)CCc3nnc4ccc(N5CCOCC5)nn34)CC2)cc1,x,7%,0,692,-3%,x,x,x,-4%,-8%
O=C(OCc1nnc(-c2ccccc2)o1)C1CC(=O)N(c2ccccc2)C1 (stereo unspecified),x,1%,-9,764,-1%,x,x,x,0%,-8%
CCCCOc1ccc(C(C)NC(=O)CCS(=O)(=O)Cc2ccc(C)cc2)cc1 (stereo unspecified),1.5%,-15%,52*,614*,6%,-1%,-8%,-8.9%,1%,3%
CC1CCc2c(C(=O)NCc3ccccn3)csc2C1 (stereo unspecified),-4.3%,-29%,-4,635,-4%,7%,24%,-11%,-2%,-10%
COc1ccc(CN2CC(=O)N(c3ccc(C)cc3)C2=S)cc1OC,-2.5%,15%,25,695,-5%,2%,-11%,-8.9%,-5%,-6%
O=C(N/N=C/c1ccc(OCc2ccccc2)cc1)c1ccncc1,-0.6%,-40%,10,688,2%,1%,-2%,-20%,10%,-5%
N#Cc1cc(-c2ccccc2)nn1-c1ccccc1,x,-27%,18,692,2%,4%,-15%,-3.6%,-17%,0%
CCC(C)NC(=O)Cn1cnc([N+](=O)[O-])c1 (stereo unspecified),0.1%,4%,-1,693,11%,-2%,-13%,-6.1%,-5%,-3%
COC(=O)COc1ccc2occ(C(C)=O)c2c1,-2.9%,7%,x,x,-5%,3%,10%,-0.9%,3%,-13%
Cc1ccccc1Nc1nnc(C)c(=O)[nH]1,-1.2%,4%,10,682,10%,-3%,1%,-3.9%,-2%,-4%
COC(=O)CCC(=O)N1CCOCCOCCN(C(=O)CCC(=O)OC)CCOCCOCC1,-2.4%,-9%,7,741,-4%,-5%,16%,-5.2%,-5%,-6%
O=C(c1cccc(F)c1)N1CCN(C(=O)C2CC2)CC1,-0.8%,12%,x,x,8%,-4%,-4%,-3.0%,-8%,-2%
CCCN(CC(=O)Nc1ccc(Cl)cc1Cl)Cc1cc(=O)n2ccsc2n1,1.1%,9%,-15,670,9%,5%,8%,-12%,26%,12%
O=C(COc1ccc(C(=O)c2ccc(F)cc2)cc1)NCc1ccc(F)cc1,-1.5%,-11%,-3,596,6%,1%,7%,-0.9%,16%,-3%
Cc1cc(C)c2c(=O)[nH]c(SCC(=O)N3CCCCC3)nc2n1,0.9%,11%,x,x,-2%,2%,24%,-0.4%,-12%,-8%
COC(=O)Cn1c(=O)c2c(nc3n2CCCN3Cc2ccccc2)n(C)c1=O,x,6%,-5,810,4%,x,x,x,18%,2%
CCOC(=O)C1CCCN(C(=O)COc2ccc(S(=O)(=O)N(CC)c3ccccc3)cc2)C1 (stereo unspecified),0.3%,5%,-2,686,-4%,5%,8%,-2.6%,-1%,-9%

# Whole records from above. Screens in order: CSM14.1 death rescue	HEK293 NOD2/NF-kB	Hep lipid drop	Hep lipid drop cells 6.5 µM	SIAH1 antagonists	M1AAP inhibition	P. falciparum M17LAP	XIAP antagonists	AID2073	LYP phosphatase
# `O=C(COc1ccc(C(=O)c2ccc(F)cc2)cc1)NCc1ccc(F)cc1` as listed: -1.5%	-11%	-3	596	6%	1%	7%	-0.9%	16%	-3%
# `COc1ccc(CN2CC(=O)N(c3ccc(C)cc3)C2=S)cc1OC` as listed: -2.5%	15%	25	695	-5%	2%	-11%	-8.9%	-5%	-6%
# `CCOC(=O)C1CCCN(C(=O)COc2ccc(S(=O)(=O)N(CC)c3ccccc3)cc2)C1` (stereo unspecified) as listed: 0.3%	5%	-2	686	-4%	5%	8%	-2.6%	-1%	-9%

# Additional entries:
SMILES,CSM14.1 death rescue,HEK293 NOD2/NF-kB,Hep lipid drop,Hep lipid drop cells 6.5 µM,SIAH1 antagonists,M1AAP inhibition,P. falciparum M17LAP,XIAP antagonists,AID2073,LYP phosphatase
COc1ccccc1N(CC(=O)NCc1ccccc1)C(=O)CCC(=O)Nc1ccccn1,0.2%,1%,-1,739,1%,-2%,17%,-7.9%,-3%,-10%
CCOC(=O)c1ccc(N2CCN(c3ccccc3F)CC2)c(NC(=O)Nc2cccc(OC)c2)c1,-2.0%,11%,57*,663*,-2%,3%,-14%,-14%,21%,-7%
O=C(CCNC(=O)c1ccco1)Nc1ccccc1OC(F)F,x,-30%,x,x,2%,x,x,x,12%,-4%
CCNc1ccc(C(=O)OCC(=O)N2CCCC2)cc1[N+](=O)[O-],x,25%,8,813,1%,x,x,x,-5%,-10%
Cc1ccc(NC(=O)CSc2nc(CSc3ccc(C)cc3)cc(=O)[nH]2)cc1,-1.4%,-6%,2,685,5%,4%,1%,-12%,3%,-4%
COc1cc(OC)cc(C(=O)N2CCN(Cc3ccccc3C(F)(F)F)CC2)c1,0.3%,-11%,x,x,5%,-1%,13%,-2.3%,-4%,-3%
C/C(=N/NC(=O)CC(=O)N/N=C(\C)c1ccc([N+](=O)[O-])cc1)c1ccc([N+](=O)[O-])cc1,x,25%,8,685,8%,9%,9%,x,5%,-5%
O=C(Nc1cccs1)N1CCN(c2ncccn2)CC1,x,10%,3,804,9%,x,x,x,4%,-10%
CCCC(=O)Nc1nc2c(s1)COc1ccccc1-2,x,6%,7,741,-2%,x,x,x,14%,-8%
O=C(COc1ccc(S(=O)(=O)N2CCOCC2)cc1)Nc1ccccc1C(F)(F)F,-0.7%,-7%,8,797,-2%,-1%,6%,-2.2%,3%,-6%
COC(=O)c1c(-c2c(Cl)cccc2Cl)noc1C(=O)NN,x,-12%,-14,657,-4%,-4%,9%,x,11%,-4%
Cc1cc(C)c(S(=O)(=O)N/N=C/c2ccc3c(c2)OCO3)c(C)c1,x,17%,1,865,0%,x,x,x,-2%,-11%
Cc1ccc2c(c1)S/C(=C/c1ccc[n+](C)c1)N2CCO,0.8%,4%,-7,734,6%,u,8%,-14%,-11%,-1%
O=c1cc(N2CCCCCC2)[nH]c(=O)n1-c1ccccc1Cl,-0.1%,13%,0,692,3%,-4%,-2%,-1.5%,-6%,-8%
CC(C)COC(=O)N(C)c1ccc(C(O)(C(F)(F)F)C(F)(F)F)cc1,x,16%,-2,654,3%,12%,4%,-2.0%,34%,16%
C/C=C\C(=O)Nc1cccc(C2=NOC3(C2)C[C@H](C(N)=O)N(C(=O)/C=C/CC)C3)c1 (stereo partly specified),x,16%,x,x,0%,-2%,-4%,x,4%,-3%
COc1ccc2c(c1)C(=O)N(c1ccccc1)C(=O)C2,-1.5%,-4%,x,x,2%,7%,5%,-3.4%,28%,-2%
S=c1[nH]nc(CNc2cccc(Cl)c2)o1,0.4%,7%,-1,635,3%,0%,10%,-7.4%,14%,-5%
O=C(CSc1nnc(SCc2ccc(Cl)cc2)s1)c1ccc2c(c1)OCO2,1.5%,-9%,-11,728,6%,-1%,14%,-1.9%,-5%,-3%
Cc1ccc(CC2CC(=O)N(CCc3ccccc3)C2=O)cc1 (stereo unspecified),0.1%,-11%,-4,724,-4%,9%,0%,-6.5%,40%,-7%
CCOc1c(OC)cccc1C1CC(=O)Nc2cc3c(cc21)OCCO3 (stereo unspecified),x,6%,-1,681,13%,-3%,-1%,-2.7%,1%,-3%
NNC(=O)c1ccc(COc2ccc([N+](=O)[O-])cc2)o1,x,20%,-17,588,-1%,-6%,0%,x,-8%,-12%
CCOC(=O)C1CCCN(C(=O)CN2C(=O)C(CC)Oc3ccc(C)cc32)C1 (stereo unspecified),0.7%,-1%,-6,723,-1%,3%,6%,-4.8%,27%,-2%
COc1cc2c(cc1NC(=O)CCC(=O)O)oc1ccccc12,x,10%,0,789,2%,x,x,x,6%,-6%
COc1cc(OC)cc(C(=O)n2nc(C)cc2C)c1,-2.6%,12%,0,761,-1%,0%,6%,-7.3%,8%,-3%
Cc1nc(-c2cnn(-c3ccccc3)c2)c2cc(C)oc2n1,-3.2%,0%,3,763,-4%,5%,1%,-18%,7%,0%
Cc1cc(C(=O)N/N=C\c2cc(C(C)(C)C)ccc2O)n[nH]1,x,44%,21,783,-4%,x,x,x,10%,-6%
CS(=O)(=O)c1ccc(C(=O)N(Cc2ccccc2)c2ccccc2)cc1,x,-5%,-17,789,-3%,x,x,x,-1%,-7%
CCn1nc(C)c([N+](=O)[O-])c1C(=O)NNC(=O)c1ccccc1Cl,x,12%,-4,743,0%,7%,-2%,x,5%,-2%
CC(C)(C)NC(=O)CSc1nc(O)cc(=O)n1-c1ccccc1F,-0.9%,5%,x,x,2%,16%,31%,-47%,11%,0%
O=C(NC(CO)(CO)CO)c1coc(=O)c(Br)c1,-2.8%,-4%,x,x,1%,16%,-40%,-3.3%,5%,2%
Clc1cccc(CN2CCN(c3ncccn3)CC2)c1Cl,x,12%,8,773,11%,x,x,x,6%,0%
